SENP1 FRET inh = inhibitors of human SENP1 SUMO protease catalytic domain; hit rate 0.21% among 360,000; inhibition, % at 10 µM; recombinant SENP1 catalytic domain, CyPet-SUMO1-YPet FRET cleavage; AID 624204; Q9P0U3;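 active = inhibition at least 30% at 10 µM, raw YFP signal under a set limit, fluorescence ratio 0.5 to 1.5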;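 also: 0% = enzyme with DMSO and 100% = no enzyme wells; some results filed as inactive read as strong as hits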
Target sequence (Q9P0U3 419-644 limits assumed): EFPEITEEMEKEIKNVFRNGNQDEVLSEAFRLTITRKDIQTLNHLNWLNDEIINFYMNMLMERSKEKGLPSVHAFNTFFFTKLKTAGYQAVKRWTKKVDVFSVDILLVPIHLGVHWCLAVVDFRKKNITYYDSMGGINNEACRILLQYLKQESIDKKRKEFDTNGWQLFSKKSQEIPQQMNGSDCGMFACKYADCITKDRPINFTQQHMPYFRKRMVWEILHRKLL
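Assay system: hSENP1 catalytic domain, recombinant. Amount: SENP1 enzyme, 20 pM final. Schedule: 50 min reaction, RT, dark. Technique: FRET, CFP and YFP emission. Control set: no-enzyme wells low, DMSO-plus-enzyme wells high control.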
A3A deaminase = blocks human APOBEC3A ssDNA deamination. P31941. recombinant A3A, FAM/TAMRA ssDNA deamination fluorescence. inhibition, % at 20 µM. hit rate 0.41% among 330,000. AID 493011;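 active = at least 40% inhibition at 20 µM here, with at most 30% in a related deaminase screen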;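 also: plate controls were A3A with DMSO for no effect and wells lacking A3A enzyme for full effect; some results filed as inactive read as strong as hits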
Target sequence (P31941 whole entry, looked up): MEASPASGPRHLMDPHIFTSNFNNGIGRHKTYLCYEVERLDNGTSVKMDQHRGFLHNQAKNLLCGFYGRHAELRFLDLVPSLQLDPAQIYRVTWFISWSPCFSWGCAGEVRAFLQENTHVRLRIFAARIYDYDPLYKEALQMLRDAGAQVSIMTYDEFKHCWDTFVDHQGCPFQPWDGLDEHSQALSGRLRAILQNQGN
hIAP act = increases human intestinal alkaline phosphatase activity; P09923; purified human IAP, CDP-Star luminescence, 30 min; stronger effect = higher value; 1 = vehicle-only enzyme, 0 = enzyme-free background; activation factor at 10 µM; hit rate 0.16% among 330,000;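 active = activation factor of the enzyme at least 2-fold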; also: the source names both 10 and 20 µM as test concentration; values of inactives mirror those of a sister screen read the other way
mIAP activ = increases mouse intestinal alkaline phosphatase activity; muIAP, CDP-Star luminescence, 30 min; stronger effect = higher value; 1 = vehicle-only enzyme signal, 0 = enzyme-free wells; activation factor at 10 µM; hit rate 0.24% among 330,000;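 active = activation factor of at least 2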; also: the source names both 10 and 20 µM as test concentration; values of inactives mirror those of a sister screen read the other way
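also added = chemiluminescent substrate CDP-Star | test system = mouse IAP enzyme | signal = chemiluminescence readout | compound = DMSO-dissolved test compounds | incubation = 30 min at room temperature | benchmarks = DMSO wells, no-enzyme wells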
mIAP inh = blocks mouse intestinal alkaline phosphatase; purified mouse IAP, CDP-Star luminescence, 30 min; inhibition, % at 10 µM; hit rate 0.2% among 330,000;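 active = inhibition of at least 40% at 10 µM in the primary screen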;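 also: plate controls were DMSO with enzyme for no effect and no enzyme wells for full effect; values of inactives mirror those of a sister screen read the other way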
NLRP3 yeast inh = inhibitors of NALP3 inflammasome in yeast; inhibition, % at 10 µM; hit rate 0.39% among 330,000; Yeast reconstituted NLRP3/ASC/caspase-1, beta-gal luminescence, 24 h;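 active = inhibition of 50% or more; inactive = inhibition below 50%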;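 also: plate controls were induced DMSO wells for no effect and uninduced yeast grown without galactose for full effect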
APOBEC3G inh = inhibitors of human APOBEC3G DNA deaminase. Q9HC16. recombinant A3G, ssDNA deamination FAM/TAMRA fluorescence. inhibition, % at 20 µM. hit rate 0.28% among 330,000. AID 493012;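 active = inhibition of at least 40% at 20 µM, with no more than 30% in the related APOBEC3A deaminase screen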;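 also: plate controls were DMSO wells with A3G for no effect and wells lacking A3G enzyme for full effect; some compounds called inactive have numbers as strong as hits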
Target sequence (Q9HC16 whole entry, looked up): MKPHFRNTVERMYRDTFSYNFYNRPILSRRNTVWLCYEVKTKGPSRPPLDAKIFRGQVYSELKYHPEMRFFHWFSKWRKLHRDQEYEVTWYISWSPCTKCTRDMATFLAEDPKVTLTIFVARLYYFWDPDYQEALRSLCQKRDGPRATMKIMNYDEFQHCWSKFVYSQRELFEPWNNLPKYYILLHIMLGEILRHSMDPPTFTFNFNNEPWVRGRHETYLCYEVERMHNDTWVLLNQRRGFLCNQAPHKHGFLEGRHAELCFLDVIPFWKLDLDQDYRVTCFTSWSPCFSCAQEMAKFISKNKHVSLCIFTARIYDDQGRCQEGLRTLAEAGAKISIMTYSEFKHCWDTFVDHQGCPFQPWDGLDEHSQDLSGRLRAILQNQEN
hIAP block = blocks human intestinal alkaline phosphatase. P09923. purified IAP, CDP-Star luminescence, 30 min. inhibition, % at 10 µM. hit rate 0.12% among 330,000. AID 2544;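 active = inhibition reaching a set limit with compound at 10 µM in the primary screen, cut at about 35% in these data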;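 also: plate controls were DMSO wells with enzyme for no effect and no-enzyme buffer wells for full effect; values of inactives mirror those of a sister screen read the other way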
MIN6 prolif = inducers of beta-cell replication in MIN6 cells | MIN6 cells proliferation, ATPlite luminescence, 48 h; cells starved in 0.2% serum; 100% = growth in 10% serum | proliferation, % at 10 µM | hit rate 0.29% among 330,000;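 active = compounds whose signal lies at least 3.5 SD above the mean of all wells on their plate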;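 also: 0% = DMSO-treated cells in low-serum medium and 100% = 10% serum control; some compounds called inactive have numbers as strong as hits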
Starred values were filed as active, the others as inactive.

Results for CSCC(C)N1CCC(n2nccc2NC(=O)c2ccc3c(c2)OCO3)CC1 (configuration not stated) ?
SENP1 FRET inh: -33; A3A deaminase: -6; hIAP act: 1.1; mIAP activ: 0.98; mIAP inh: 2; NLRP3 yeast inh: 4; APOBEC3G inh: -7; hIAP block: -11; MIN6 prolif: 2

How did O=C(Nc1cc(N2CCOCC2)ncn1)Nc1cccc2ccccc12 do in these assays?
SENP1 FRET inh: -3; A3A deaminase: -6; hIAP act: 1.1; mIAP activ: 0.98; mIAP inh: 2; NLRP3 yeast inh: 20; APOBEC3G inh: -3; hIAP block: -10; MIN6 prolif: -3

Results for CCN(CC)c1ccc(NC(=O)CCN2C(=O)c3ccccc3S2(=O)=O)c(C)c1 ?
SENP1 FRET inh: 1; A3A deaminase: -3; hIAP act: 0.97; mIAP activ: 0.94; mIAP inh: 6; NLRP3 yeast inh: 20; APOBEC3G inh: -11; hIAP block: 3; MIN6 prolif: -1

How did CN1CCN(C(=O)CN(c2ccccc2)S(=O)(=O)N(C)C)CC1 do in these assays?
A3A deaminase: 3; hIAP act: 1; mIAP activ: 0.93; mIAP inh: 7; NLRP3 yeast inh: 10; APOBEC3G inh: -5; hIAP block: -5; MIN6 prolif: 1

What do the screens show for `O=C(NCCCn1ccnc1)c1cc2ccccc2o1`?
SENP1 FRET inh: -1; A3A deaminase: 3; hIAP act: 0.99; mIAP activ: 0.97; mIAP inh: 3; NLRP3 yeast inh: 13; APOBEC3G inh: -1; hIAP block: 1; MIN6 prolif: 1

What do the screens show for `CCOC(=O)C(C)n1nc(/C=C/c2ccc(OC)cc2)ccc1=O` (configuration not stated)?
SENP1 FRET inh: -5; A3A deaminase: -3; hIAP act: 1; mIAP activ: 1.1; mIAP inh: -7; NLRP3 yeast inh: -1; APOBEC3G inh: -7; hIAP block: 0; MIN6 prolif: -2

Results for COC(=O)c1cc(NC(=O)c2c(Cl)nc3sccn23)cc(C(=O)OC)c1 ?
SENP1 FRET inh: -1; A3A deaminase: -1; hIAP act: 1.1; mIAP activ: 0.99; mIAP inh: 1; NLRP3 yeast inh: 27; APOBEC3G inh: -5; hIAP block: -13; MIN6 prolif: -2

How did CCN(CC)C(=O)c1cc2c(=O)oc3ccccc3c2s1 do in these assays?
SENP1 FRET inh: 0; A3A deaminase: 1; hIAP act: 1.2; mIAP activ: 1; mIAP inh: 0; NLRP3 yeast inh: 31; APOBEC3G inh: 0; hIAP block: -17; MIN6 prolif: 0

How did Brc1ccc(CSc2nnc(-c3ccco3)o2)cc1 do in these assays?
SENP1 FRET inh: 0; A3A deaminase: 1; hIAP act: 0.87; mIAP activ: 0.97; mIAP inh: 3; NLRP3 yeast inh: 35; APOBEC3G inh: 0; hIAP block: 13; MIN6 prolif: 2

Results for CN1CCN(CC(=O)NC(=O)NC2CCCCC2)CC1 ?
SENP1 FRET inh: 1; A3A deaminase: -5; hIAP act: 0.88; mIAP activ: 1; mIAP inh: -2; NLRP3 yeast inh: 18; APOBEC3G inh: -7; hIAP block: 12; MIN6 prolif: 2

What do the screens show for `O=C(NCC1(c2ccccc2)CCCC1)c1cccc(Br)c1`?
SENP1 FRET inh: 1; A3A deaminase: -6; hIAP act: 0.94; mIAP activ: 0.97; mIAP inh: 3; NLRP3 yeast inh: 28; APOBEC3G inh: -10; hIAP block: 6; MIN6 prolif: -3

What do the screens show for `Cc1ccc(S(=O)(=O)Nc2nncs2)cc1`?
SENP1 FRET inh: 1; A3A deaminase: -5; hIAP act: 1.2; mIAP activ: 1; mIAP inh: 0; NLRP3 yeast inh: 4; APOBEC3G inh: -5; hIAP block: -15; MIN6 prolif: -2

How did C/C(CC(=O)Nc1ccc2c(c1)OCO2)=N\NC(=O)c1ccc(N)cc1 do in these assays?
SENP1 FRET inh: 2; A3A deaminase: -4; hIAP act: 0.96; mIAP activ: 0.97; mIAP inh: 3; NLRP3 yeast inh: 18; APOBEC3G inh: -6; hIAP block: 4; MIN6 prolif: 0

How did CCSc1nnc(-c2cc3c(s2)-c2ccccc2CC3)o1 do in these assays?
SENP1 FRET inh: 2; A3A deaminase: 2; hIAP act: 1.1; mIAP activ: 0.98; mIAP inh: 2; NLRP3 yeast inh: 24; APOBEC3G inh: -4; hIAP block: -9; MIN6 prolif: -2

How did O=C(NCCCN1CCOCC1)c1cc(-c2ccc(Cl)cc2)on1 do in these assays?
SENP1 FRET inh: 3; A3A deaminase: 0; hIAP act: 0.89; mIAP activ: 0.91; mIAP inh: 9; NLRP3 yeast inh: 14; APOBEC3G inh: -5; hIAP block: 11; MIN6 prolif: -2

How did O=C(COc1ccc(S(=O)(=O)N2CCOCC2)cc1)N1CCc2ccccc2C1 do in these assays?
SENP1 FRET inh: 2; A3A deaminase: -4; hIAP act: 0.96; mIAP activ: 1; mIAP inh: 0; NLRP3 yeast inh: 5; APOBEC3G inh: -8; hIAP block: 4; MIN6 prolif: -4

Results for CC(=O)N(/N=C/c1ccc([N+](=O)[O-])o1)c1nc2ccccc2c(=O)n1-c1ccccc1 ?
SENP1 FRET inh: 2; A3A deaminase: 0; hIAP act: 1.2; mIAP activ: 1; mIAP inh: -2; NLRP3 yeast inh: 24; APOBEC3G inh: -4; hIAP block: -20; MIN6 prolif: -1

How did COc1ccccc1OCCn1c(CO)nc2ccccc21 do in these assays?
SENP1 FRET inh: -1; A3A deaminase: -5; hIAP act: 1.1; mIAP activ: 1; mIAP inh: -1; NLRP3 yeast inh: -11; APOBEC3G inh: -9; hIAP block: -8; MIN6 prolif: -2

How did COC(=O)Cn1c(CN(C)Cc2ccccc2)nc2c1c(=O)n(C)c(=O)n2C do in these assays?
SENP1 FRET inh: 1; A3A deaminase: -4; hIAP act: 1.3; mIAP activ: 1; mIAP inh: 0; NLRP3 yeast inh: 10; APOBEC3G inh: -16; hIAP block: -27; MIN6 prolif: -2

How did Cc1ccc(NC(=S)N2CCC(N(C)CC3CCCO3)CC2)c(C)c1 (configuration not stated) do in these assays?
SENP1 FRET inh: 1; A3A deaminase: 1; hIAP act: 0.83; mIAP activ: 0.94; mIAP inh: 6; NLRP3 yeast inh: 13; APOBEC3G inh: -11; hIAP block: 17; MIN6 prolif: 3

What do the screens show for `CCCOc1ccc(C(CC(=O)O)NC(=O)Cc2ccccc2)cc1` (configuration not stated)?
SENP1 FRET inh: 0; A3A deaminase: -4; hIAP act: 0.87; mIAP activ: 0.87; mIAP inh: 13; NLRP3 yeast inh: 7; APOBEC3G inh: -9; hIAP block: 13; MIN6 prolif: -2

Results for Cc1cc(=O)n2[nH]c(SCc3c(F)cccc3Cl)nc2n1 ?
SENP1 FRET inh: 0; A3A deaminase: -4; hIAP act: 0.98; mIAP activ: 0.94; mIAP inh: 6; NLRP3 yeast inh: 19; APOBEC3G inh: -3; hIAP block: 2; MIN6 prolif: 3

How did O=[N+]([O-])c1ccc(NC(=S)N/C(=N/CS(=O)(=O)c2ccccc2)c2ccccc2)cc1 do in these assays?
SENP1 FRET inh: 4; A3A deaminase: 1; hIAP act: 1.1; mIAP activ: 0.89; mIAP inh: 12; NLRP3 yeast inh: 20; APOBEC3G inh: -1; hIAP block: -11; MIN6 prolif: -4

How did CCN=c1sc2ccccc2n1CC(O)COc1ccccc1 (configuration not stated) do in these assays?
SENP1 FRET inh: 2; A3A deaminase: -4; hIAP act: 0.81; mIAP activ: 0.97; mIAP inh: 2; NLRP3 yeast inh: 45; APOBEC3G inh: -8; hIAP block: 19; MIN6 prolif: -1

Results for COc1ccc(C(=O)NCc2nnc(SCC(=O)Nc3ccccc3OC)o2)cc1 ?
SENP1 FRET inh: -10; A3A deaminase: -5; hIAP act: 1; mIAP activ: 0.95; mIAP inh: 5; NLRP3 yeast inh: 5; APOBEC3G inh: -9; hIAP block: -2; MIN6 prolif: -2

What do the screens show for `CCn1c(CCNC(=O)c2ccco2)nc2ccccc21`?
SENP1 FRET inh: 0; A3A deaminase: -1; hIAP act: 0.97; mIAP activ: 1; mIAP inh: -1; NLRP3 yeast inh: 15; APOBEC3G inh: -13; hIAP block: 3; MIN6 prolif: -1

What do the screens show for `CCN(CC)CCNC(=O)C(=O)NCC1OCCN1S(=O)(=O)c1ccc(Cl)cc1` (configuration not stated)?
SENP1 FRET inh: -1; A3A deaminase: 1; hIAP act: 1.2; mIAP activ: 0.94; mIAP inh: 6; NLRP3 yeast inh: 4; APOBEC3G inh: -4; hIAP block: -18; MIN6 prolif: -1

Results for Cc1cc(C)c2c(n1)SCC(=O)N2CC(=O)NCCC1=CCCCC1 ?
SENP1 FRET inh: 0; A3A deaminase: -2; hIAP act: 1.1; mIAP activ: 1; mIAP inh: -4; NLRP3 yeast inh: 4; APOBEC3G inh: -7; hIAP block: -9; MIN6 prolif: 0

What do the screens show for `COc1ccccc1OCC(=O)Nc1nonc1NC(=O)COc1ccccc1OC`?
SENP1 FRET inh: 0; A3A deaminase: 11; hIAP act: 1.1; mIAP activ: 0.93; mIAP inh: 7; NLRP3 yeast inh: 4; APOBEC3G inh: -3; hIAP block: -7; MIN6 prolif: 0

How did Cc1cccc(N2CC(C(=O)Nc3nnc(SCC(=O)Nc4cc(C)on4)s3)CC2=O)c1 (configuration not stated) do in these assays?
SENP1 FRET inh: 0; A3A deaminase: 0; hIAP act: 0.83; mIAP activ: 0.95; mIAP inh: 5; NLRP3 yeast inh: 7; APOBEC3G inh: -6; hIAP block: 16; MIN6 prolif: -2

What do the screens show for `COC(=O)CNC(=O)c1cn(-c2ccc(C)c(C)c2)c(=O)c2ccccc12`?
SENP1 FRET inh: 2; A3A deaminase: 2; hIAP act: 1; mIAP activ: 1; mIAP inh: -2; NLRP3 yeast inh: 2; APOBEC3G inh: 0; hIAP block: -2; MIN6 prolif: -4

Results for Cc1cc(=O)oc2cc(OCC(=O)NCCCN3CCOCC3)c(Cl)cc12 ?
SENP1 FRET inh: 1; A3A deaminase: -5; hIAP act: 1.1; mIAP activ: 0.98; mIAP inh: 2; NLRP3 yeast inh: -4; APOBEC3G inh: -9; hIAP block: -7; MIN6 prolif: -3

How did O=C1CSC(=Nc2cc(Cl)ccc2Cl)N1 do in these assays?
SENP1 FRET inh: -1; A3A deaminase: -3; hIAP act: 0.83; mIAP activ: 1; mIAP inh: -2; NLRP3 yeast inh: -15; APOBEC3G inh: -8; hIAP block: 17; MIN6 prolif: 0

Results for COc1cc(-c2noc(C)c2C(=O)NCCO)cc(OC)c1OC ?
SENP1 FRET inh: 1; A3A deaminase: 2; hIAP act: 0.89; mIAP activ: 1; mIAP inh: -5; NLRP3 yeast inh: 12; APOBEC3G inh: 18; hIAP block: 12; MIN6 prolif: -1

What do the screens show for `COC(=O)c1cccc(Nc2ncnc3sccc23)c1`?
SENP1 FRET inh: -90; A3A deaminase: -1; hIAP act: 0.81; mIAP activ: 1; mIAP inh: 0; NLRP3 yeast inh: 18; APOBEC3G inh: -6; hIAP block: 19; MIN6 prolif: -2

Results for O=C(N/N=C/c1cc(Br)cc(Cl)c1O)c1ccc2c(c1)OCO2 ?
SENP1 FRET inh: -41; A3A deaminase: 1; hIAP act: 1.3; mIAP activ: 0.71; mIAP inh: 29; NLRP3 yeast inh: 9; APOBEC3G inh: -6; hIAP block: -28; MIN6 prolif: -4

Compound activity: PubChem BioAssay, Sanford-Burnham Center for Chemical Genomics

An excerpt. The share of hits here may be higher or lower than overall.
